GlmU inhibition: inhibition of mycobacterial GlmU enzyme – biochemical, glucosamine-1-phosphate acetyltransferase (AID 1376); M. tuberculosis GlmU acetyltransferase enzyme assay; higher % means a stronger effect; one-dose inhibition, %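 (tested at 30 µM in the primary screen)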; IC50 in µM for titrated hits; 0.25% of 220,000 active; in the data active = inhibition above about 13%;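 also: 0% = complete reaction with vehicle and 100% = reaction without substrate; strong numbers were not always called active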
Mtb RmlCD inh: M. tuberculosis RmlC/RmlD inhibition; RmlC+RmlD coupled enzyme assay, percent inhibition; primary screen in compound mixtures; inhibition, % at 3.6 µM; 0.03% of 160,000 active; P9WH09+P9WH11; in the data active = inhibition mostly above about 34%, no sharp cut-off; also: some results filed as inactive read as strong as hits
Target sequence (P9WH09 whole entry, looked up): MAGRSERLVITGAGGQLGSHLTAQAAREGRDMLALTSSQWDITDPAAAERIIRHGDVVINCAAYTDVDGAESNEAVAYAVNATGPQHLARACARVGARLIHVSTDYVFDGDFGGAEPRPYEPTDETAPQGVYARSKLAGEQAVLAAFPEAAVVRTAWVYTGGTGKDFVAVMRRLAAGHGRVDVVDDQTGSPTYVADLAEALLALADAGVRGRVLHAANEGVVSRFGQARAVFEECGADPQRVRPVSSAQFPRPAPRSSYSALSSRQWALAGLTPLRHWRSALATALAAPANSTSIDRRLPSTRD
Target sequence (P9WH11 whole entry, looked up): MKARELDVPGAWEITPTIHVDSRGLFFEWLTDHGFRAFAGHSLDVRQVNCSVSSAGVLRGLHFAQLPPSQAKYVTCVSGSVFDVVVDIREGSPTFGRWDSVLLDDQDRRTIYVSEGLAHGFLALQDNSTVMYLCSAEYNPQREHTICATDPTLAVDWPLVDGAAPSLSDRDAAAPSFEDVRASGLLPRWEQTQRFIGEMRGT
Numbers without * were called inactive; nt = not tested or not shown; & = joins results of further samples. The list is partial, so the mix of outcomes need not match the whole.

SMILES	GlmU inhibition	Mtb RmlCD inh
CO/N=C(/CS(=O)c1ccc(Br)cc1)c1ccc(OC)cc1 (stereo unspecified)	2.9%	-6
Cc1ccc2nc(-c3ccc(N4C(=O)CC(N5CCN(CCO)CC5)C4=O)cc3)sc2c1 (stereo unspecified)	0.7%	nt
COc1ccccc1N1CCN(CC(=O)c2c(C)n(C)c3ccccc23)CC1	-6.4%	8
CCCCOc1ccccc1/C=N/NC(=O)CC#N	0.8%	10
Cc1cc(Cl)ccc1NNC(=O)c1c(C)noc1C	5.0%	nt
COC(=O)COc1ccc(-c2nn(C)c(=O)c3ccccc23)cc1	0.9%	nt
COC(=O)Cc1cc(=O)n(-c2nc3ccccc3[nH]2)[nH]1	5.0%	nt
N/C(=N\OC(=O)c1cc(Br)ccc1Cl)c1ccccn1	-0.2%	nt
O=C(CN1CCN(c2ccccc2F)CC1)Nc1cccnc1Cl	2.7%	2
Cc1cccc(-c2noc(CN(C)S(=O)(=O)c3cc(Cl)ccc3Cl)n2)c1	1.5%	-11
O=C(NCC1CCCO1)c1ccc(N2CCCCC2)nc1 (stereo unspecified)	-4.2%	10
CCOc1ccccc1N1CCN(Cc2cnc(-c3ccccc3)[nH]2)CC1	1.4%	-8
O=C(c1ccccc1)c1nccc2ccccc12	0.3%	5
CC(=O)Nc1ccc(N2N=C(C)C(N=Nc3ccccc3)C2=O)cc1 (stereo unspecified)	11%	nt
CCC(CC)C(=O)c1c[nH]c(C(=O)N2CCN(c3ccccc3F)CC2)c1	-5.6%	1

2 neighbouring entries from above, quoted:
SMILES	GlmU inhibition	Mtb RmlCD inh
CC(=O)Nc1ccc(N2N=C(C)C(N=Nc3ccccc3)C2=O)cc1 (stereo unspecified)	11%	nt
CCC(CC)C(=O)c1c[nH]c(C(=O)N2CCN(c3ccccc3F)CC2)c1	-5.6%	1

Remaining list, next part.
SMILES	GlmU inhibition	Mtb RmlCD inh
Cc1ccc2nc(C)/c(=N\O)c(C)nc2c1	7.9%	-10
COc1ccc(NC(=S)Nc2ccc(C)c(S(=O)(=O)N3CCCCC3)c2)cc1	0.2%	2
Cc1sc(N)nc1-c1cccs1	-1.3%	nt
CC(C)OCCCNC(=O)c1cc2c(s1)CS(=O)(=O)C2	6.0%	nt
N#Cc1cc2c(nc1SCC(=O)O)CCCCC2	3.5%	6
COc1ccc(-n2ncc3c(NCCCN4CCOCC4)ncnc32)cc1	1.3%	3
Cc1ccc(C)n1N1C(=O)/C(=C\c2ccc(Cl)cc2)SC1=S	1.5%	-2
CCc1sc(N2C(=O)C3C4CCC(C4=C(C)C)C3C2=O)nc1-c1ccccc1 (stereo unspecified)	-1.2%	-11
CCOC(=O)C1C(=O)N(C)C2(C)CC1c1cc(OC)ccc1O2 (stereo unspecified)	1.4%	nt
COc1ccc(NC(=O)C(NC(=O)c2ccc(=O)[nH]c2)c2ccccc2)cc1 (stereo unspecified)	2.7%	nt
Cc1cc(C)c2nc(NCCCNC(=S)NCCCN(C)C)c(C#N)cc2c1	-6.7%	-9
Cc1ccc2c(c1)c1c(n2CC(O)CN2C(=O)CNC2=O)C(=O)CCC1 (stereo unspecified)	-5.1%	-5
O=C1CC(C(=O)Nc2ccccc2)N=C(N2CCOCC2)N1 (stereo unspecified)	-3.9%	-7
O=C(O)[C@@H](O)c1ccccc1	-4.7%	14
Cc1ccc(SCC(=O)Nc2ccc(S(N)(=O)=O)cc2)cc1	-1.8%	0
CN(CC(=O)NC(=O)NCc1ccccc1)Cc1cccc(Cl)c1Cl	-2.3%	nt
CCOCCCNC(=O)c1c[nH]c2cc(C)ccc2c1=O	-2.9%	nt
COc1ccc(-c2ccc(C(c3c(C)[nH][nH]c3=O)c3c(C)[nH][nH]c3=O)o2)c([N+](=O)[O-])c1	-0.4%	-4
COc1cccc(NC(=O)COC(=O)c2ccccc2C(=O)N2CCN(c3ccccc3)CC2)c1	-2.1%	6
Cc1ccc2c(c1)-c1c(cnn1CC(=O)O)CO2	-1.3%	17
CCn1cc(C(=O)O)c(=O)c2cc(F)c(N3CCN(C(=S)NC(=O)c4ccccc4)CC3)cc21	-4.6%	-15
OCCSc1nc(-c2cccnc2)nc2ccccc12	2.6%	12
O=C(NC1CCNCC1)C1CC1	1.4%	10
O=C(COC(=O)/C=C/c1ccc(F)cc1)Nc1ccc(Cl)cn1	0.0%	2
Cc1ccccc1NC(=O)NCc1ccc2c(c1)OCO2	8.6%	-11
NC(=O)[C@@H]1CCCNc2c(I)cc([N+](=O)[O-])cc2C(=O)N[C@@H](CO)C(=O)NCC(=O)N1	0.0%	nt
Cc1ccc(S(=O)(=O)NNC2=NCCCCC2)cc1	-1.6%	-7
O=S(=O)(NCc1cn2ccsc2n1)c1ccc(Oc2ccccc2)cc1	1.0%	12
C/[N+]([O-])=C\c1ccc([N+](=O)[O-])o1	3.5%	6
Cc1c(C(=O)Nc2c(C)n(C)n(-c3ccccc3)c2=O)oc2ccccc12	1.0%	-9
COc1cc(NC(=O)c2ccc(CNc3c(N4CCCC4)c(=O)c3=O)cc2)cc(OC)c1OC	-1.5%	16
O=C(Nc1nc(N2C(=O)c3ccccc3C2=O)n(-c2ccccc2)n1)c1ccc(F)cc1	-2.7%	3
CC(=O)N1CCC(N(C(=O)Nc2ccc(F)cc2)C2CCCC2)CC1	-0.5%	-3
Cc1ccc(C)c(C(=O)COc2ccccc2[N+](=O)[O-])c1	2.0%	-8
COc1ccc(-c2cc(-c3nnc(COC(=O)c4ccncc4)o3)c3ccccc3n2)cc1OC	1.5%	-5
O=C(N1CCCCC1)N1CCN(C(=O)N2CCCCC2)CC1	-4.3%	-5
CC[C@H](C)[C@@H](NC(=O)O[C@@H]1C(=O)c2cc(Br)ccc2O[C@H]1c1ccc2c(c1)OCO2)C(=O)OC	-1.6%	nt
COC(=O)c1cccc(-n2nnnc2SCC(=O)Nc2nc3c(s2)CCCC3)c1	1.0%	nt
COc1ccc(NC(=O)COc2ccc(CNCCCN3CCOCC3)cc2OC)cc1	-6.0%	nt
O=C(CN1CCN(c2ccc(C(F)(F)F)cn2)CC1)NCc1ccc2c(c1)OCO2	2.4%	nt
Cn1c(NCc2ccco2)nc2ccccc21	2.5%	-9
c1c2c(cc3sc(N4CCOCC4)nc13)OCO2	8.7%	-8
CS(=O)(=O)NNP(=O)(NNS(C)(=O)=O)NC(=O)c1ccccc1	0.0%	-7
CCOc1cc(CN2CCN(CCOCCO)CC2)ccc1OC	-0.9%	13
Cc1cc(NCc2ccc3c(c2)OCO3)n2nc(C)nc2n1	0.1%	3
Cc1ccc2c(c1)N(CC(=O)OCC(=O)NCc1ccccc1)C(=O)CO2	0.4%	-8
CC(C)NC(=O)Cn1c(SCC(=O)N2CCc3ccccc3C2)nc2ccccc21	3.0%	nt
COc1ccc(-c2nc(-c3cccs3)c(-c3cccs3)[nH]2)cc1O	8.2%	-16
CC(C)OP(=O)(Nc1cccc2ccccc12)OC(C)C	3.4%	nt
CCN(CC)S(=O)(=O)c1ccc(NC2c3ccccc3C(=O)N2Cc2ccco2)cc1 (stereo unspecified)	-0.4%	17
CCN(CC)CCCOC(=O)C(c1ccccc1)c1ccccc1	-0.1%&-4.6%	6
CCS(=O)(=O)c1ccc2oc(SCC(=O)Nc3ccc(OC)cc3)nc2c1	-4.1%	nt
COc1ccc(CCNC(=S)N2CCC(Cc3ccccc3)CC2)cc1OC	0.6%	-11
COc1cc(/C=C/c2cc(C(=O)O)c3ccccc3n2)ccc1OC(F)F	1.7%	12
CC1CCN(CC(=O)Nc2cccc(C(=O)Nc3cccc(C(F)(F)F)c3)c2)CC1	-0.8%	3
Cc1ccc([N+](=O)[O-])cc1S(=O)(=O)N1CCNCC1	-4.1%	-11
COc1ccc(NC(=O)Nc2sc(=S)n(C)c2C)cc1	-6.0%	-8
O=C(O)C1CC=CCC1C(=O)Nc1ccc(F)c(F)c1 (stereo unspecified)	0.5%	7
CCCOc1ccc(N2C(=O)CC(N(Cc3ccco3)C(C)=O)C2=O)cc1 (stereo unspecified)	0.3%	6
CCOc1cc(N2CCOCC2)c(OCC)cc1NC(C)C(=O)N1CCN(CC)CC1 (stereo unspecified)	1.6%	-11
New compounds follow
SMILES	GlmU inhibition	Mtb RmlCD inh
O=C(NC1(C(F)(F)F)C(=O)Nc2c1c(=O)[nH]c(=O)n2Cc1ccccc1)c1ccc(Cl)cc1 (stereo unspecified)	3.3%	7
Cc1cnc(NC(=O)COc2ccccc2Cl)s1	-1.8%	-4
CCCn1nnc(NC(=O)/C=C/c2ccc(C(C)C)cc2)n1	3.0%	8
O=C(c1ccccc1)N1CCCCC(Cl)C1=O (stereo unspecified)	-0.9%	-10
CCCNC(=O)C12CCC(C)(c3nc4cc(C)c(C)cc4nc31)C2(C)C (stereo unspecified)	1.2%	7
Cc1ccc(-n2c(C)cc3c2CCCC3=O)cc1	7.0%	nt
CC(C)Cc1nnc(NC(=O)CCC(=O)N2CCOCC2)s1	3.5%	nt
Cc1cc(C(F)(F)F)nc(SCc2ccc(C(=O)O)o2)n1	4.6%	nt
COc1ccc(NS(=O)(=O)c2ccc3oc(=S)[nH]c3c2)cc1	6.2%	2
COc1ccc(S(=O)(=O)N2CCN(CC(=O)Nc3cc(C(F)(F)F)ccc3Cl)CC2)cc1	-2.8%	nt
N#C/C(=C(/O)c1cccs1)c1nc2ccccc2[nH]1	-3.5%	nt
CC(=O)c1cc(-c2ccccc2)n(CC(=O)NC2CCCCC2)c1C	-7.0%	9
Cc1cccc(NC(=O)c2ccc(OCC(=O)NCc3ccccc3)cc2)c1C	11%	nt
Cc1ccc(/C=C/C(=O)NCCCN2CCN(CCCNC(=O)/C=C/c3ccc(C)o3)CC2)o1	-6.9%	1
CC(N=Cc1c(O)[nH]c(=O)[nH]c1=O)c1ccccc1 (stereo unspecified)	6.9%	-2

Compound profiles (already shown). Order of values: GlmU inhibition	Mtb RmlCD inh
Cc1cnc(NC(=O)COc2ccccc2Cl)s1 across the screens: -1.8%	-4
COc1ccc(S(=O)(=O)N2CCN(CC(=O)Nc3cc(C(F)(F)F)ccc3Cl)CC2)cc1 across the screens: -2.8%	nt

Continuation.
SMILES	GlmU inhibition	Mtb RmlCD inh
COC(=O)/C=C/c1ccc2c(c1)S(=O)(=O)N(Cc1ccc(OC)cc1)[C@H]2CC(=O)OC	-4.5%	nt
COC(=O)CSc1nc(NCc2ccccc2)nc(N(C)C)n1	-3.7%	-15
O=C(c1ccc([N+](=O)[O-])cc1)N1CCOC12CCN(c1ncc(C(F)(F)F)cc1Cl)CC2	-2.5%	8
O=C(NC1CCN(Cc2ccccc2)C1)c1cc(COc2ccc(F)cc2F)on1 (stereo unspecified)	-1.3%	nt
O=C(Nc1cc(Sc2nc3ccccc3s2)cc([N+](=O)[O-])c1)c1ccccc1F	-4.6%	18
CC(C)C(c1nnnn1C1CCCCC1)N1CCc2ccccc2C1 (stereo unspecified)	0.1%	nt
CN(Cc1ccccc1Cl)C(=O)c1cnccc1C(F)(F)F	-1.0%	4
O=c1c2c(-c3ccc([N+](=O)[O-])cc3)csc2nc2n1CCC2	-0.6%	nt
Cc1cccc(NC(=O)COC(=O)Cc2c[nH]c3ccccc23)c1C	-1.3%	nt
OCCCc1ccc(O)c(O)c1	2.7%	-10
Cc1ccc(N=Cc2ccc[nH]2)c(O)c1	nt	-10
COC(=O)c1c(C)oc(C)c1S(=O)(=O)NC(C)(C)C	-0.8%	-9
COc1ccc(C)cc1S(=O)(=O)Nc1ccc(F)cc1	-5.0%	nt
CCO[C@@H]1OC(C(=O)N2CCN(Cc3ccc4c(c3)OCO4)CC2)=C[C@H](c2coc3ccccc3c2=O)[C@H]1CCCO	-2.9%	nt
CN1CCN(S(=O)(=O)c2cccc(C(=O)Nc3sc4c(c3C(N)=O)CCCC4)c2)CC1	7.0%	-13

Six entries out of the list, ordered by heavy-atom count, lowest first:
SMILES	GlmU inhibition	Mtb RmlCD inh
OCCCc1ccc(O)c(O)c1	2.7%	-10
Cc1ccc(N=Cc2ccc[nH]2)c(O)c1	nt	-10
CN(Cc1ccccc1Cl)C(=O)c1cnccc1C(F)(F)F	-1.0%	4
COC(=O)CSc1nc(NCc2ccccc2)nc(N(C)C)n1	-3.7%	-15
CC(C)C(c1nnnn1C1CCCCC1)N1CCc2ccccc2C1 (stereo unspecified)	0.1%	nt
O=C(Nc1cc(Sc2nc3ccccc3s2)cc([N+](=O)[O-])c1)c1ccccc1F	-4.6%	18

More results follow.
SMILES	GlmU inhibition	Mtb RmlCD inh
C=CCc1c(C)nc(-c2ccccc2)nc1Nc1ccc(O)cc1	5.3%	16
CC12CCCc3c(O)cc(=O)n(c31)-c1ccccc12 (stereo unspecified)	2.0%	-3
CCCS(=O)(=O)N1CCN(C(=O)c2cccc(OC)c2)CC1	-1.2%	27
C/C(N)=C(/C#N)C(=O)CSc1nc2scc(-c3ccccc3)c2c(=O)n1C	-2.9%	-12
CS(=O)(=O)N1CCN(C(=O)c2csc3ccccc23)CC1	1.5%	5
O=C(O)/C(=C/c1cccnc1)NC(=O)c1ccccc1	1.9%	-9
COc1ccc2c(c1)n([O-])c1c([n+]2=O)CCC1	-0.1%	nt
Cc1cc(C)c2c3c(sc2n1)C(=O)N(c1ccccc1)CC(=O)N3	5.3%	9
CN(C)c1ccnc2sc3c(=O)n(-c4ccccc4)cnc3c12	0.6%	nt
O=C(NCc1cccnc1)C(=O)NCC1OCCN1S(=O)(=O)c1cc(F)ccc1F (stereo unspecified)	0.9%	5
CCCn1nnc(NC(=O)COc2ccccc2Cl)n1	3.7%	nt
COc1ccc(/C=N/NC(=O)c2[nH]c3ccc(Br)cc3c2-c2ccccc2)c(C(=O)O)c1OC	2.2%	-1
CCc1ccc(C(=O)/C=C2\Sc3ccccc3NC2=O)cc1	5.5%	-11
Cn1c(SCCC#N)nnc1-c1ccccc1F	3.0%	6
O=C(NCc1ccccc1)C1CCN(C(=O)NCc2ccccc2)CC1	1.0%	6
O=C(COc1ccc([N+](=O)[O-])cc1)NNC(=S)NC(=O)c1ccc(Br)cc1	2.5%	5
O=C1CC(c2ccccc2)CC(=O)C1Sc1ccc(Cl)cc1 (stereo unspecified)	-5.6%	5

Screening results (PubChem BioAssay)
